High-throughput results as filed in PubChem.
Fh CTSL1 inh = Fasciola hepatica cathepsin L1 inhibitors, primary screen, counter-screen for PFM18AAP inhibitor project, biochemical, QFRET, fluorogenic peptide substrate; recombinant F. hepatica cathepsin L1, Z-Leu-Arg-MCA fluorescence; inhibition, % at 5.96 µM; 300,000 tested, 0.49% active; AID 1906, 2009;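 active means inhibition above the mean of all tested compounds plus 3 SD, set per screening campaign, cut at about 17% in these data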;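 further: 0% = plate median of test compound wells and 100% = 1 µM Z-Phe-Ala-diazomethylketone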
TPT1 inh = Candida albicans TPT1 enzyme inhibitors, primary screen, biochemical, fluorescence polarization | tRNA 2'-phosphotransferase TPT1 (Candida albicans SC5314) | inhibition, % at 5 µM | AID 1962, 2009 | recombinant caTPT1, FP RNA substrate dephosphorylation | 300,000 tested, 0.81% active;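 active means inhibition above the mean of all tested compounds plus 3 SD, set per screening campaign, cut at about 24% in these data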;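 further: plate controls were DMSO alone for no effect and ferristatin control at 100 nM for full effect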
ZTA counter = ZTA (EBV) inhibition in EBNA-1 counter-screen; P03206; ZTA-DNA binding, fluorescence polarization; inhibition, % at 11 µM; 320,000 tested, 0.15% active; in the data active means inhibition above about 33%
Target sequence (P03206 whole entry, looked up): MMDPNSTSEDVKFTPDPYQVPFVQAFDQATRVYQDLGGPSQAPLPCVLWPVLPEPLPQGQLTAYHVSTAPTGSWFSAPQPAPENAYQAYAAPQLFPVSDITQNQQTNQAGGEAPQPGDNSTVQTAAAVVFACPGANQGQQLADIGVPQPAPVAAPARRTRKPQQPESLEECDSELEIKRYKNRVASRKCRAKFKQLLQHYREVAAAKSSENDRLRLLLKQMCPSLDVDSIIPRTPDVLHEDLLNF
core dimer inh = inhibitors of HCV core protein dimerization, primary screen, biochemical, TR-FRET, high-throughput | TR-FRET GST/Flag-core106 dimerization, 1536-well | inhibition, % at 5 µM | 300,000 tested, 0.33% active | AID 1899, 2009;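 active means inhibition above the mean of all tested compounds plus 3 SD, set per screening campaign, cut at about 45% in these data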
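Test system: GST/Flag-tagged HCV core106 proteins; Medium: KF-containing HEPES buffer, pH 7.45, DTT, CHAPS, BSA; Times: compound-protein-antibody incubation 4 h at 22.5 °C; Detection: TR-FRET 671 and 617 nm emission; Benchmarks: wells lacking GST-core106 and wells with excess unlabelled core106.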
PP5 inh = PP5 phosphatase inhibitors, primary screen, biochemical, fluorescence; Serine/threonine-protein phosphatase 5 (Homo sapiens), P53041; purified PP5c, OMFP substrate fluorescence; inhibition, % at 6.7 µM; 320,000 tested, 0.18% active;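 active means inhibition above the campaign's mean inhibition across all tested compounds plus 3 SD, cut at about 9.5% in these data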;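 further: 0% = DMSO only and 100% = 100 µM cantharidin control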
Target sequence (P53041 whole entry, looked up): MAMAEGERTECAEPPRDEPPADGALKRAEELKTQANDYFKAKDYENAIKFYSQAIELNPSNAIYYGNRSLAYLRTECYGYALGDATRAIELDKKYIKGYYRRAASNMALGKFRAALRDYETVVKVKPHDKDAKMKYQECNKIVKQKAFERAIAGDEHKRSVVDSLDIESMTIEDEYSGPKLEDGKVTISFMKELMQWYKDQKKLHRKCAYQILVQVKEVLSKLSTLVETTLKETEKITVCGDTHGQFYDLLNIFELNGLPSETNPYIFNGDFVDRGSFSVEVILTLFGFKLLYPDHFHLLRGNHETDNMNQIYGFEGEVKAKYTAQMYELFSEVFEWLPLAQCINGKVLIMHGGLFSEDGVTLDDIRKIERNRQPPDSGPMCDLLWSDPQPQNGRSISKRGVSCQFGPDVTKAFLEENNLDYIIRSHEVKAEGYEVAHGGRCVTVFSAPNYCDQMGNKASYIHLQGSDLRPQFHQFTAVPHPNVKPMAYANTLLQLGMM
PP1 counter = PP1-alpha phosphatase inhibitors, primary screen, counter-screen for PP5 inhibitor project, biochemical, fluorescence, OMFP substrate, single point; Serine/threonine-protein phosphatase PP1-alpha catalytic subunit (Homo sapiens), P62136; purified PP1alpha; inhibition, % at 6.7 µM; 320,000 tested, 0.9% active;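 active means inhibition above the mean inhibition of all tested compounds plus 3 SD, computed separately for each screening campaign, cut at about 15% in these data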
Target sequence (P62136 whole entry, looked up): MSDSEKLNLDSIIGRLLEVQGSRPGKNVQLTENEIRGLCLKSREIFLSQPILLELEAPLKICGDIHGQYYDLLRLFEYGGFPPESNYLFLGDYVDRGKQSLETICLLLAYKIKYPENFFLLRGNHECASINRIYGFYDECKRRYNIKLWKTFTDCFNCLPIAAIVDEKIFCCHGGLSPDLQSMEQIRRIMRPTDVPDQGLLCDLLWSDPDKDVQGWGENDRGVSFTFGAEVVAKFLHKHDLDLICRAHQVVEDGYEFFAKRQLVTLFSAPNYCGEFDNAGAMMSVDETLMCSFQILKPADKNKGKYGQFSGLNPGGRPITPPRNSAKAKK
CR mimetic SO = reduction of superoxide in aged yeast, primary screen, HTS. superoxide response (% of plate mean), % at 10 µM. AID 2690, 2010. S. cerevisiae aged cells, superoxide DHE fluorescence; hits give low values. 330,000 tested, 0.18% active;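 active means superoxide response under a set limit, about three screen SD below normal, cut at about 65% in these data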;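 further: yeast aged for seven days with compound at 30 °C before DHE staining; 100% = average MFI of all compound-treated wells on the plate with controls excluded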
JMJD2C inh = inhibitors of GASC-1 histone demethylase, primary screen, biochemical, fluorescence, DELFIA europium | Lysine-specific demethylase 4C (Homo sapiens), Q9H3R0 | GST-JMJD2C(1-420) H3K9me3 demethylation | inhibition, % at 2.35 µM | 330,000 tested, 0.069% active;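 active means more than half of a compound's replicate wells show inhibition beyond 50%, single wells judged on their own value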;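 further: signal counts dimethyl H3K9 product captured on neutravidin plate; 0% = median of DMSO wells and 100% = 0.3 times that DMSO median; strong numbers were not always called active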
EBNA-1 inh = EBNA-1 DNA-binding inhibitors, primary screen, biochemical, fluorescence polarization; inhibition, % at 14.8 µM; 300,000 tested, 0.34% active; in the data active means inhibition above about 28%
* hit, by the source's call; i = inactive; x = not tested or not shown.

Assay codes: A = Fh CTSL1 inh; B = TPT1 inh; C = ZTA counter; D = core dimer inh; E = PP5 inh; F = PP1 counter; G = CR mimetic SO; H = JMJD2C inh; I = EBNA-1 inh
O=C(Nc1ccc(Cl)cc1)Nc1nc(-c2sccc2Br)cs1
  A: 0	B: -2	C: 2	D: 5	E: 2.2	F: 8	G: 93	H: 9	I: 7

Cc1ccc(-c2nsc(SCC(=O)Nc3ccc4c(c3)OCO4)n2)cc1
  A: 4	B: -4	C: 1	D: 2	E: 2.0	F: -2	G: 100	H: -1	I: 10

O=C(O)c1ccc(S(=O)(=O)N2CCN(c3ccccn3)CC2)cc1
  A: -2	B: -4	C: -3	D: 1	E: 1.6	F: 2	G: 100	H: -1	I: -8

CCn1c(CN2CCCCC2)nc2cc(S(=O)(=O)N3CCCCC3)ccc21
  A: x	B: x	C: 0	D: x	E: 2.2	F: -4	G: 99	H: x	I: x

CC(C)(C)C(=O)Nc1ncccc1C(O)c1cccc(C(F)(F)F)c1 (centres undefined)
  A: -1	B: 0	C: -21	D: -7	E: 0.6	F: -2	G: 96	H: -22	I: 7

O=C(Nc1ccc(N2CCOCC2)cc1)c1cc2c(s1)CCCC2
  A: 9	B: -1	C: -4	D: 4	E: 3.6	F: 3	G: 94	H: 5	I: -6

Cc1nn(C)cc1CNC(=O)C1(C)CC1(Cl)Cl (centres undefined)
  A: -3	B: -4	C: -4	D: -6	E: -1.1	F: -2	G: 102	H: 2	I: -1

O=S(=O)(c1cccc(Cl)c1)N1CN(CC2CCCO2)c2nc3ccccc3nc21 (centres undefined)
  A: -1	B: -1	C: -7	D: -4	E: 0.9	F: -3	G: 92	H: 6	I: -1

O=C(CSC1=NCCS1)N1CCN(c2ccc(Cl)cc2)CC1
  A: 4	B: 5	C: 13	D: 3	E: 1.2	F: -2	G: 102	H: 5	I: 5

O=S(=O)(c1ccc(OCC(O)CN2CCCCC2)cc1)N1CCOCC1 (centres undefined)
  A: 4	B: -1	C: 1	D: -3	E: 0.2	F: -1	G: 99	H: -3	I: 4

Arranged by the number under PP5 inh (falling): some entries from above
mol	PP5 inh
Cc1ccc(-c2nsc(SCC(=O)Nc3ccc4c(c3)OCO4)n2)cc1	2.0
O=S(=O)(c1cccc(Cl)c1)N1CN(CC2CCCO2)c2nc3ccccc3nc21 (centres undefined)	0.9
Cc1nn(C)cc1CNC(=O)C1(C)CC1(Cl)Cl (centres undefined)	-1.1

Next section.
Assay codes: A = Fh CTSL1 inh; B = TPT1 inh; C = ZTA counter; D = core dimer inh; E = PP5 inh; F = PP1 counter; G = CR mimetic SO; H = JMJD2C inh; I = EBNA-1 inh
Cc1ccc(S(=O)(=O)N(CC(=O)N2CCCCC2)c2cccc(C)c2)cc1
  A: -1	B: -2	C: -3	D: -6	E: 3.1	F: -2	G: 95	H: -1	I: -7

O=C(c1ccc2ccccc2c1)C1CCCN(S(=O)(=O)c2cccnc2)C1 (centres undefined)
  A: -3	B: -7	C: -13	D: 10	E: 3.5	F: 0	G: 98	H: -1	I: 3

COc1ccc(Cc2nnc(Nc3ccccc3)s2)cc1Br
  A: 4	B: -8	C: -11	D: 1	E: 2.6	F: 3	G: 95	H: -1	I: -2

Cc1cc(C)cc(-n2c(C)cc(/C=N/NC(=O)CSc3ncccn3)c2C)c1
  A: 1	B: -1	C: 10	D: 17	E: 4.2	F: 3	G: 96	H: -28	I: 4

CCOC(=O)CSc1nnc(C)c(=O)[nH]1
  A: 0	B: 0	C: 2	D: 3	E: -0.3	F: -5	G: 105	H: 7	I: -8

Cc1ccc(C)c(N(CC(=O)N/N=C/c2ccc(-c3ccc([N+](=O)[O-])cc3)o2)S(=O)(=O)c2ccccc2)c1
  A: 0	B: 41*	C: -5	D: 52*	E: 1.9	F: 3	G: 103	H: 3	I: 5

CC(=O)CSc1nc2ccc(Nc3nc(N4CCOCC4)nc(N4CCOCC4)n3)cc2s1
  A: 1	B: 1	C: 14	D: 2	E: 4.1	F: -2	G: 60*	H: 10	I: -7

COc1ccccc1NC(=O)NCc1nc(-c2ccc(C(F)(F)F)cc2)no1
  A: -1	B: -1	C: -3	D: -5	E: 7.1	F: 7	G: 108	H: 8	I: -11

C=CCn1cnc2c(c1=O)c1nc3ccccc3nc1n2-c1ccc(C)cc1
  A: -1	B: 3	C: 4	D: 8	E: 0.4	F: -2	G: 114	H: -4	I: -1

COc1ccc([N+](=O)[O-])cc1N(CC(=O)Nc1ccccc1C(=O)N1CCCC1)S(C)(=O)=O
  A: 5	B: -6	C: -17	D: -14	E: -7.1	F: 1	G: 90	H: -12	I: -1

In a second layout: entries from further up.
Cc1cc(C)cc(-n2c(C)cc(/C=N/NC(=O)CSc3ncccn3)c2C)c1
  Fh CTSL1 inh: 1 | TPT1 inh: -1 | ZTA counter: 10 | core dimer inh: 17 | PP5 inh: 4.2 | PP1 counter: 3 | CR mimetic SO: 96 | JMJD2C inh: -28 | EBNA-1 inh: 4
C=CCn1cnc2c(c1=O)c1nc3ccccc3nc1n2-c1ccc(C)cc1
  Fh CTSL1 inh: -1 | TPT1 inh: 3 | ZTA counter: 4 | core dimer inh: 8 | PP5 inh: 0.4 | PP1 counter: -2 | CR mimetic SO: 114 | JMJD2C inh: -4 | EBNA-1 inh: -1

(listing goes on)
Assay codes: A = Fh CTSL1 inh; B = TPT1 inh; C = ZTA counter; D = core dimer inh; E = PP5 inh; F = PP1 counter; G = CR mimetic SO; H = JMJD2C inh; I = EBNA-1 inh
O=C(c1ccc([N+](=O)[O-])cc1)N(c1ccccn1)c1ccccn1
  A: 1	B: 2	C: 2	D: 0	E: -3.2	F: -5	G: 109	H: 4	I: -3

COc1cc(Cl)cc(CN2CCC(CCC(=O)NC3CC3)CC2)c1OC
  A: 0	B: 2	C: 5	D: -1	E: 1.4	F: 0	G: 113	H: -5	I: -1

COc1ccc(CCN2C(=S)N(C)C(=O)C2CC(=O)Nc2ccc(F)cc2)cc1 (centres undefined)
  A: -1	B: -3	C: -6	D: -9	E: 3.8	F: 6	G: 108	H: 1	I: -8

CC(NC(=O)CN1CCC(C(N)=O)CC1)c1ccccc1 (centres undefined)
  A: 1	B: -1	C: -7	D: -6	E: 1.4	F: -2	G: 102	H: -4	I: -6

CCN(CC(=O)Nc1c(F)cccc1F)C(=O)C(C)SCc1nc2sc(C)c(C)c2c(=O)[nH]1 (centres undefined)
  A: -1	B: 2	C: 2	D: -4	E: 2.0	F: -6	G: 111	H: -7	I: -4

O=C(C1CCCN(S(=O)(=O)c2ccccc2)C1)N1CCN(c2ccc(F)cc2)CC1 (centres undefined)
  A: -1	B: 2	C: 13	D: -14	E: -3.8	F: -11	G: 85	H: -3	I: -2

CCN(CC)C(=O)CSc1nnc(-c2ccccc2)c(-c2ccccc2)n1
  A: 4	B: 0	C: -8	D: -4	E: -2.5	F: 2	G: 104	H: 2	I: -3

Cc1cccc(-c2nc(CN3CCN(C(=O)C4CCCO4)CC3)cs2)c1 (centres undefined)
  A: 0	B: -2	C: -7	D: 0	E: 3.4	F: -5	G: 83	H: 4	I: 3

O=C(NCc1ccccc1)NC(=O)c1ccc(Cl)cc1
  A: 2	B: -1	C: 2	D: 0	E: 1.6	F: 2	G: 100	H: 0	I: 9

Cc1cccc(CSC2=NCCN2S(=O)(=O)c2ccc(F)cc2)c1
  A: 4	B: -2	C: 12	D: 9	E: 3.9	F: -1	G: 97	H: 6	I: 16

CCC(=O)Nc1nnc(CSCc2ccc(F)cc2)s1
  A: -5	B: -4	C: 8	D: -5	E: -1.7	F: -3	G: 90	H: -4	I: 5

COC(=O)c1ccc(NC(=O)Nc2ccccc2C)cc1
  A: 1	B: 3	C: -13	D: -6	E: 0.3	F: -2	G: 93	H: -3	I: 0

CCCCCCCCCCCCN1[C@@H](CC(C)=O)c2cc(C(F)(F)F)ccc2S1(=O)=O
  A: 6	B: -3	C: -2	D: 5	E: 2.7	F: -2	G: x	H: 15	I: -11

O=C(NCCCN1CCOCC1)c1cc(-c2ccc(F)cc2)no1
  A: 3	B: 0	C: 18	D: 11	E: -1.8	F: -3	G: 103	H: 2	I: 9

CCN1CCN(c2ccc(S(=O)(=O)N3CCCCC3)cc2NC(=O)c2cccc(Cl)c2)CC1
  A: -1	B: -1	C: 1	D: -1	E: 0.4	F: -3	G: 101	H: -5	I: 10

O=C(OCC(=O)N(CCc1ccccc1)Cc1ccccc1)c1ccccc1O
  A: -7	B: -2	C: -5	D: -4	E: 3.2	F: 5	G: 82	H: 7	I: 13

Cn1cccc1/C=N/NC(=O)c1ccc[n+]([O-])c1
  A: 0	B: -3	C: -14	D: -2	E: 0.6	F: -5	G: 107	H: 3	I: -1

Cc1ccc(SCC(=O)Nc2ccc(N3CCN(c4ccccc4)CC3)c(F)c2)cc1
  A: 1	B: 2	C: 12	D: -2	E: -0.1	F: 5	G: 93	H: 7	I: 15

Cn1ccc(NC(=O)Nc2ccc(Cl)cc2Cl)n1
  A: -1	B: 3	C: -3	D: 2	E: 0.5	F: -3	G: 96	H: -7	I: 1

Clc1ccccc1CSc1nnc(-c2ccco2)c(-c2ccco2)n1
  A: 11	B: -8	C: 5	D: 61*	E: 1.9	F: 25*	G: 77	H: 11	I: 17

COc1ccccc1NC(=O)NCC(=O)Nc1ccc(F)c(F)c1
  A: -1	B: -2	C: 3	D: -2	E: 0.7	F: 1	G: 83	H: -12	I: 6

COc1ccccc1N1C(=O)C2C3CC(c4ccccc4)C(C3)C2C1=O (centres undefined)
  A: -3	B: -3	C: 7	D: 1	E: 3.3	F: -2	G: 93	H: -8	I: -3

COc1cccc(C(=O)NCC(=O)NCc2cc(=O)n(C)c(=O)n2C)c1OC
  A: 1	B: 2	C: 10	D: 7	E: 2.2	F: 1	G: 97	H: 4	I: 5

CCCc1nccn1S(=O)(=O)c1cc(OC)ccc1OC
  A: -1	B: -3	C: 2	D: 1	E: 1.1	F: -4	G: 111	H: 1	I: -4

Cc1cc(C)c2c(N)c(-c3nnc(SCc4ccc(Cl)cc4)n3C)sc2n1
  A: 1	B: -1	C: -10	D: 1	E: -0.1	F: -3	G: 111	H: -4	I: 1

CCN(CC)c1ccc(/C=N/n2c(C)nc3ccccc3c2=O)cc1
  A: 4	B: 0	C: 0	D: -8	E: 2.6	F: -2	G: 95	H: 4	I: -12

COc1ccc(-c2csc(NC(=O)c3cccc(N4C(=O)CCC4=O)c3)n2)cc1C
  A: 7	B: -6	C: -3	D: -8	E: 3.9	F: 2	G: 93	H: 2	I: 7

CCOc1ccc2[nH]c(=O)c(CN(CCc3ccccc3)C(=O)N3CCOCC3)cc2c1
  A: 4	B: 2	C: -1	D: 6	E: -2.0	F: -5	G: 98	H: i	I: 7

Clc1ccc(-c2nnc(N3CCCC3)nn2)cc1
  A: 4	B: -2	C: 8	D: 2	E: 1.9	F: -2	G: 114	H: -16	I: 1

The order is random. About 3.1% of those tested had a hit in this group.
